Source: PubChem
MLLE-PAM2 inh: inhibitors of microRNA-mediated deadenylation, human PABP1 MLLE binding | inhibition, % at 20 µM | GST-MLLE / FITC-PAM2 fluorescence polarization | P11940 | 360,000 compounds, 0.36% hits; in the data active means inhibition above about 35%, passing the limit was not always enough;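 further: plate controls were DMSO wells with GST-MLLE for no effect and wells lacking GST-MLLE protein for full effect; some results filed as inactive read as strong as hits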
Target sequence (P11940 whole entry, looked up): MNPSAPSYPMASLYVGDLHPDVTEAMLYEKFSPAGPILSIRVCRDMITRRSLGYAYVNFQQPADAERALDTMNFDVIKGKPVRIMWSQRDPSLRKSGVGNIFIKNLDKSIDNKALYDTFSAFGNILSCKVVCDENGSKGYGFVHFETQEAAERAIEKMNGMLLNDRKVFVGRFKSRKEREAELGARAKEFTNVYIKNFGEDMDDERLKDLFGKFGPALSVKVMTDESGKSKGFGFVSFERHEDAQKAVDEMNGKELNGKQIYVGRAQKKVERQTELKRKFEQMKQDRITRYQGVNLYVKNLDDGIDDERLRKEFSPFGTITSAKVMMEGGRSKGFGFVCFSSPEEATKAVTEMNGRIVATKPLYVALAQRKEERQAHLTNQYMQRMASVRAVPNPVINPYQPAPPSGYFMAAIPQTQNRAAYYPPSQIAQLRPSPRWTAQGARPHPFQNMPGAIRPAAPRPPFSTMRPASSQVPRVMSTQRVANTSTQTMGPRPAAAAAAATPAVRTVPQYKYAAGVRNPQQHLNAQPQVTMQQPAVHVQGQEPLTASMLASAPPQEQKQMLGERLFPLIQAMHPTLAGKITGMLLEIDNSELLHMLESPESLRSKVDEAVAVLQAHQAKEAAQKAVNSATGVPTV
Rin1-Abl PPI inh: blocks binding of human Rin1 to Abl; AID 588664; P00519+Q13671; TR-FRET Rin1/Abl binding, biochemical; 360,000 compounds, 0.4% hits; inhibition, % at 7.35 µM; in the data active means inhibition above about 5%, passing the limit was not always enough
Tb MetRS inh: Trypanosoma brucei MetRS inhibition | purified T. brucei MetRS, ATP depletion, Kinase-Glo luminescence | inhibition, % at 11.9 µM | 360,000 compounds, 0.4% hits | AID 624268;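 active means inhibition above a per-plate cutoff of the control wells' mean inhibition plus 3 SD, cut at about 5.5% in these data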;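 further: 0% = DMSO wells median and 100% = median of wells with control inhibitor compound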
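System: purified T. brucei MetRS enzyme / Detection: Kinase-Glo luciferase luminescence reporting remaining unconsumed ATP / Medium: HEPES buffer with MgCl2, KCl, DTT, spermine, BSA, pyrophosphatase / Replication: singlicate, one well per compound / Evaluation: percent inhibition relative to median high and low control wells / Schedule: 2 h aminoacylation at 25 °C after 15 min preincubation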
Neddyl block: inhibitors of human cullin neddylation. TR-FRET cullin neddylation, biochemical. 360,000 compounds, 0.58% hits. calls only at 25 µM. AID 651699; in the data active means inhibition above about 36%
CSN deneddyl inh: inhibitors of human CSN-mediated cullin deneddylation | inhibition, % at 12.5 µM | 360,000 compounds, 0.38% hits | Purified CSN, SCF-Nedd8-OG deneddylation, fluorescence polarization | Q92905;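 active means pattern-corrected inhibition above about 35%, with an unprinted fluorescence ratio check between 0.5 and 1.5, limit read from the data, passing the limit was not always enough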;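 further: 0% = enzyme with substrate and 100% = substrate without enzyme; some results filed as inactive read as strong as hits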
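Material: human Csn5 produced in HEK293T cells; Input: enzyme 0.24 nM; Reagent: SCFSkp2-Nedd8OG substrate at 10 nM final; Dosing: 12.5 µM compound; Incubation: 90 min reaction at room temperature; Detection: fluorescence polarization of the substrate; Evaluation: % inhibition of substrate cleavage by Csn5; Control set: substrate-only high control, full reaction low control.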
MsrA inh: inhibits bovine methionine sulfoxide reductase A. 360,000 compounds, 0.75% hits. AID 651718. purified bovine MsrA, absorbance read-out. inhibition, % at 15.5 µM; in the data active means inhibition above about 4.5%;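 further: 0% = vehicle wells with enzyme and 100% = reference inhibitor wells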
bovine MsrA act: bovine methionine sulfoxide reductase A activation; purified bovine MsrA, absorbance read-out; activation, % at 10.6 µM; 360,000 compounds, 0.3% hits; in the data active means activation above about 7.5%;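 further: 0% = vehicle and 100% = reference activator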
FAS-TE inh: FAS thioesterase (human) inhibition; P49327; recombinant FAS-TE, OMFH fluorogenic substrate, fluorescence endpoint; inhibition, % at 15 µM; 360,000 compounds, 0.67% hits; AID 602261;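 active means compounds whose normalised, plate-corrected inhibition of enzyme fluorescence in the single-dose primary screen is 50% or more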;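 further: 0% = DMSO with enzyme and 100% = substrate without enzyme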
eLon inh: inhibitors of E. coli Lon protease; P0A9M0; purified E. coli Lon protease, fluorescence polarization; inhibition, % at 7.94 µM; 360,000 compounds, 0.42% hits; in the data active means inhibition above about 13%, passing the limit was not always enough;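 further: 0% = enzyme with probe and DMSO and 100% = no enzyme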
The depositor's hits bear a star; i = inactive.

1) Cc1ccc(O)c(-c2cc(-c3ccccc3[N+](=O)[O-])[nH]n2)c1
2) O=C(NCc1ccccc1Cl)c1ccc(S(=O)(=O)Nc2cccc(C(F)(F)F)c2)cc1
3) CC(C)(C)S(=O)(=O)N1Cc2ccc(CO)cc2[C@H]1CCO
4) COCCN(Cc1ccccc1)C(=O)C1CCN(S(=O)(=O)c2ccc(OC)c(OC)c2)CC1
5) Cc1cc(S(=O)(=O)NCc2ccccn2)c(Cl)cc1Cl
6) Cc1nnc(SCC(=O)NC2CCCc3c2cnn3-c2ccccc2F)o1 (stereo not drawn)
7) CCC(C)Sc1nnc(CSc2nc3nc(C)cc(C)n3n2)o1 (stereo not drawn)
8) CC(=O)Nc1ccc(S(=O)(=O)NCC(=O)OCC(=O)c2cc(C)n(-c3ccc4c(c3)OCO4)c2C)cc1

| assay / compound | 1 | 2 | 3 | 4 | 5 | 6 | 7 | 8 |
| --- | --- | --- | --- | --- | --- | --- | --- | --- |
| MLLE-PAM2 inh | 4.9 | 3.3 | 0.9 | -17.4 | -0.6 | -7.8 | -6.0 | -13.8 |
| Rin1-Abl PPI inh | 1.5 | 0.3 | -1.4 | 0.5 | -0.3 | 3.8 | 0.6 | -0.3 |
| Tb MetRS inh | 0.0 | -0.1 | -0.5 | -0.5 | -0.3 | 0.0 | -0.7 | -1.1 |
| Neddyl block | i | i | i | i | i | i | i | i |
| CSN deneddyl inh | 0.5 | -14.3 | -1.2 | 1.7 | -2.0 | -2.9 | 0.0 | 0.0 |
| MsrA inh | 0.3 | 0.2 | -0.5 | -1.0 | -0.3 | -1.0 | -0.9 | 0.1 |
| bovine MsrA act | -2.8 | -6.8 | -6.8 | -3.1 | -2.3 | -0.1 | -1.1 | -11.1 |
| FAS-TE inh | 12.0 | 13.8 | -9.6 | -4.6 | -3.4 | -4.9 | -5.6 | -4.6 |
| eLon inh | 10.2 | 9.8 | -11.8 | -1.4 | 1.4 | 4.3 | 1.8 | -8.7 |

9) CCOc1ccc(Nc2nc(CC(=O)OC)cc(=O)[nH]2)cc1
10) COc1ccc2nc(SCC(=O)Nc3ccc4c(c3)CCC4)[nH]c2c1
11) c1ccc(-c2ccc(OCCOCCn3cncn3)cc2)cc1
12) C=CCNc1nc2c3ccccc3n(C(C)=O)c2s1
13) O=C(CN(Cc1ccco1)S(=O)(=O)c1cccs1)Nc1ccccc1C(F)(F)F
14) COc1ccc(-n2c(SC3CCOC3=O)nc3ccccc3c2=O)cc1Cl (stereo not drawn)
15) CN(Cc1ccccc1)C(=O)c1nc[nH]c1C(=O)N1CCN(c2ccccc2)CC1
16) CCC(C)NC(C(=O)Nc1ccc(Cl)c([N+](=O)[O-])c1)c1ccccc1 (stereo not drawn)

| assay / compound | 9 | 10 | 11 | 12 | 13 | 14 | 15 | 16 |
| --- | --- | --- | --- | --- | --- | --- | --- | --- |
| MLLE-PAM2 inh | -6.4 | -60.8 | -3.2 | 4.9 | 1.4 | 5.4 | 3.4 | 9.7 |
| Rin1-Abl PPI inh | 3.0 | 1.5 | 0.3 | -2.3 | -3.3 | 2.4 | 0.9 | -0.7 |
| Tb MetRS inh | -0.3 | -0.3 | -0.3 | 0.9 | -1.4 | -0.3 | -0.1 | -0.5 |
| Neddyl block | i | i | i | i | i | i | i | i |
| CSN deneddyl inh | -3.7 | 3.5 | -0.3 | 3.2 | 2.4 | -2.4 | 3.0 | 6.6 |
| MsrA inh | 0.2 | -0.4 | -2.2 | -0.6 | -0.5 | 1.3 | 1.5 | 0.1 |
| bovine MsrA act | -1.8 | -2.4 | -2.8 | -2.2 | 0.9 | -0.9 | -4.2 | -7.5 |
| FAS-TE inh | -0.9 | 24.4 | -1.3 | -19.4 | 5.5 | 7.4 | -8.1 | 49.9 |
| eLon inh | -4.2 | -0.8 | 2.2 | -13.7 | 17.3* | 7.8 | -7.6 | 4.0 |

Eleven entries from above, bar-delimited:
No. | mol | MLLE-PAM2 inh | Rin1-Abl PPI inh | Tb MetRS inh | Neddyl block | CSN deneddyl inh | MsrA inh | bovine MsrA act | FAS-TE inh | eLon inh
6 | Cc1nnc(SCC(=O)NC2CCCc3c2cnn3-c2ccccc2F)o1 (stereo not drawn) | -7.8 | 3.8 | 0.0 | i | -2.9 | -1.0 | -0.1 | -4.9 | 4.3
7 | CCC(C)Sc1nnc(CSc2nc3nc(C)cc(C)n3n2)o1 (stereo not drawn) | -6.0 | 0.6 | -0.7 | i | 0.0 | -0.9 | -1.1 | -5.6 | 1.8
8 | CC(=O)Nc1ccc(S(=O)(=O)NCC(=O)OCC(=O)c2cc(C)n(-c3ccc4c(c3)OCO4)c2C)cc1 | -13.8 | -0.3 | -1.1 | i | 0.0 | 0.1 | -11.1 | -4.6 | -8.7
9 | CCOc1ccc(Nc2nc(CC(=O)OC)cc(=O)[nH]2)cc1 | -6.4 | 3.0 | -0.3 | i | -3.7 | 0.2 | -1.8 | -0.9 | -4.2
10 | COc1ccc2nc(SCC(=O)Nc3ccc4c(c3)CCC4)[nH]c2c1 | -60.8 | 1.5 | -0.3 | i | 3.5 | -0.4 | -2.4 | 24.4 | -0.8
11 | c1ccc(-c2ccc(OCCOCCn3cncn3)cc2)cc1 | -3.2 | 0.3 | -0.3 | i | -0.3 | -2.2 | -2.8 | -1.3 | 2.2
12 | C=CCNc1nc2c3ccccc3n(C(C)=O)c2s1 | 4.9 | -2.3 | 0.9 | i | 3.2 | -0.6 | -2.2 | -19.4 | -13.7
13 | O=C(CN(Cc1ccco1)S(=O)(=O)c1cccs1)Nc1ccccc1C(F)(F)F | 1.4 | -3.3 | -1.4 | i | 2.4 | -0.5 | 0.9 | 5.5 | 17.3*
14 | COc1ccc(-n2c(SC3CCOC3=O)nc3ccccc3c2=O)cc1Cl (stereo not drawn) | 5.4 | 2.4 | -0.3 | i | -2.4 | 1.3 | -0.9 | 7.4 | 7.8
15 | CN(Cc1ccccc1)C(=O)c1nc[nH]c1C(=O)N1CCN(c2ccccc2)CC1 | 3.4 | 0.9 | -0.1 | i | 3.0 | 1.5 | -4.2 | -8.1 | -7.6
16 | CCC(C)NC(C(=O)Nc1ccc(Cl)c([N+](=O)[O-])c1)c1ccccc1 (stereo not drawn) | 9.7 | -0.7 | -0.5 | i | 6.6 | 0.1 | -7.5 | 49.9 | 4.0

Further compounds:
17) Cc1ccc(S(=O)(=O)N2[C@@H](c3ccc(Cl)cc3)C(C(=O)O)=CC[C@H]2c2cccs2)cc1
18) CN1C=CC=C/C1=C1\SC(=S)N(N)C1=O
19) CC(OC(=O)COc1ccccc1)C(=O)NC1CCCC1 (stereo not drawn)
20) COc1ccc(C(=O)OCC(=O)c2ccc3c(c2)NC(=O)CO3)cc1S(=O)(=O)N1CCOCC1
21) COc1ccc(CNC(=O)C2(c3ccc(Cl)cc3)CC2)cc1
22) CCOC(=O)c1ccc(NC(=O)CC2S/C(=N/N=C/c3c[nH]c4ccccc34)NC2=O)cc1 (stereo not drawn)
23) CNC(C)c1cc(OC)ccc1OC (stereo not drawn)
24) Cc1noc(C)c1NC(=O)Nc1ccc2c(c1)C(=O)N([C@H](C)CO)C[C@H](C)[C@@H](CN(C)S(=O)(=O)c1ccccc1)O2
25) CC(=O)c1sc(NC(=O)CCCc2nc3ccccc3c(=O)[nH]2)nc1-c1ccccc1

| assay / compound | 17 | 18 | 19 | 20 | 21 | 22 | 23 | 24 | 25 |
| --- | --- | --- | --- | --- | --- | --- | --- | --- | --- |
| MLLE-PAM2 inh | 5.4 | 30.8 | -1.9 | 0.9 | -12.6 | 1.8 | -7.0 | 1.0 | 6.3 |
| Rin1-Abl PPI inh | -1.5 | -6.8 | -1.3 | 3.4 | -0.1 | -1.4 | 3.8 | 9.2* | -8.1 |
| Tb MetRS inh | -0.1 | -0.4 | -0.3 | -0.3 | -0.9 | 1.4 | -1.6 | -0.2 | -0.4 |
| Neddyl block | i | i | i | i | i | i | i | i | i |
| CSN deneddyl inh | 2.6 | 9.8 | -2.4 | 0.5 | 2.1 | -3.9 | 0.6 | 6.2 | 1.9 |
| MsrA inh | -0.6 | 0.3 | 0.2 | 1.1 | 1.6 | 4.5 | -0.3 | -1.2 | 2.3 |
| bovine MsrA act | -0.7 | -2.5 | -1.1 | -0.5 | -10.1 | -2.7 | -4.6 | -1.3 | -4.3 |
| FAS-TE inh | 1.7 | -2.9 | -9.2 | -2.7 | 9.4 | -4.2 | -6.6 | -7.4 | -5.1 |
| eLon inh | -14.7 | 1.8 | -3.0 | -7.8 | -0.6 | -7.0 | -2.3 | -2.5 | 1.2 |
